Source: PubChem BioAssay
KCNQ2 block = KCNQ2 potassium channel inhibitors, primary screen, cell-based, CHO-K1, FluxOR thallium flux, B-score (AID 2156). 310,000 tested, 1.1% active. B-score at 10 µM. 20 min; hits give low values;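 active means fluorescence ratio B-score at most minus 3 library SDs, with starting brightness B-score within 2 library SDs, cut at about -5.5 in these data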
Target sequence (O88943 whole entry, looked up): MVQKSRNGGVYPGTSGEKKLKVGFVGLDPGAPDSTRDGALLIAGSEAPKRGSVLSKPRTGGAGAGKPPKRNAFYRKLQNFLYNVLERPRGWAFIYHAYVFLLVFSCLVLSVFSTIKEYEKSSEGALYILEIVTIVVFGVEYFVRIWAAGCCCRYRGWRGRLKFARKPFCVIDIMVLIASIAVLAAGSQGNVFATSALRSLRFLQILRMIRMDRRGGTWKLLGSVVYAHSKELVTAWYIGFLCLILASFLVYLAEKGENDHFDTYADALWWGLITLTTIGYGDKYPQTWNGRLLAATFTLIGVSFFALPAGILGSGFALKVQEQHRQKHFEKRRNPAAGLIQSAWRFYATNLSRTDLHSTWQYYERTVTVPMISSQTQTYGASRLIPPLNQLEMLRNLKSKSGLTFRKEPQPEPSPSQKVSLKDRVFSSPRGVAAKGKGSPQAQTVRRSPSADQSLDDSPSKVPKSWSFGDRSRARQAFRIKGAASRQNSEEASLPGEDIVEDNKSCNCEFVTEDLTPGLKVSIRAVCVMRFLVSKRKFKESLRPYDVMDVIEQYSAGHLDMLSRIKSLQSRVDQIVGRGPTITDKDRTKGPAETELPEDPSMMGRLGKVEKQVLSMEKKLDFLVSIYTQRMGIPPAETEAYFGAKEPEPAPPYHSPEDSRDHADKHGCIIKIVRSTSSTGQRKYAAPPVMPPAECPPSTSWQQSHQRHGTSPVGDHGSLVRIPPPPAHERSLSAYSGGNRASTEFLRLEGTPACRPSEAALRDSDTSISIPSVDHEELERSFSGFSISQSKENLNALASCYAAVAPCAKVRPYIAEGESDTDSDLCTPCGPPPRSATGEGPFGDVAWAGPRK
Kir21 block = Kir2.1 (mouse) channel inhibition; P35561; HEK293-Kir2.1, FluxOR thallium flux fluorescence; hits give low values; B-score at 10 µM; 310,000 tested, 0.85% active; AID 1672;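 active means fluorescence ratio B-score at or below minus 3 SD of library scores, with starting-brightness B-score within 2 SD, cut at about -4.2 in these data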;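 further: channel flux triggered by added potassium and thallium sulfate stimulus; B-score of peak minus minimum fluorescence over baseline after thallium stimulus; more negative B-score means stronger Kir2.1 block with less thallium influx; some compounds called inactive have numbers as strong as hits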
STK33 kinase inh = inhibitors of human STK33 kinase. Q9BYT3. purified STK33, MBP phosphorylation, ADP-Glo luminescence. inhibition, % at 10 µM. 320,000 tested, 0.073% active;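 active means inhibition at or above 25%, using the most active replicate where run in duplicate; inactive means inhibition below 25%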
Numbers without * were called inactive; i = inactive; . = no result given.

SMILES	KCNQ2 block	Kir21 block	STK33 kinase inh
COC(=O)Cc1nnc(NC(=O)C(C)C)s1	i	0.09	-0.2
O=C(CN1CCOCC1)N/N=C/c1cc2ccccc2nc1Cl	i	-0.08	-2.0
CCOc1c(OC)cccc1C(=O)NCC1(c2ccccc2)CCCC1	i	-2	1.4
O=C(NCC1CCCO1)c1ccc(CNS(=O)(=O)c2cccc(Cl)c2)cc1 (stereo not given)	i	1.7	-0.2
CCOC(=O)c1c(C)[nH]c(C(=O)COC(=O)CNC(=O)c2ccc(Br)cc2)c1C	i	-0.97	-1.6
O=C(c1ccco1)N1CCN=C1SCc1cccnc1	i	-0.91	-0.7
CCC(=O)Nc1cc2c(cc1C(C)=O)OCCO2	i	0.53	0.3
Fc1ccc2nc(N3CCCC3)sc2c1	i	-0.53	0.6
Cc1cccc(NC(=S)N/N=C/c2ccc([N+](=O)[O-])s2)c1	i	0.12	-2.8
Fc1ccccc1CN(CCN1CCOCC1)C(=S)Nc1ccccc1Cl	i	-1.5	-0.6
COc1ccc(-c2cn(-c3ccc(C)cc3)c(=O)n2CC(=O)Nc2cccc(F)c2)cc1	i	1.6	-1.6
CCc1noc2c1/C(=N\O)CC(c1ccccc1)C2 (stereo not given)	i	-0.01	0.5
C=CCn1c(N)c(S(=O)(=O)c2cccs2)c2nc3ccccc3nc21	i	0.39	-0.8
Cc1ccc(C2C(C#N)=C(N)Oc3c2oc(CO)cc3=O)o1 (stereo not given)	i	-0.99	6.3
Cc1ccc(S(=O)(=O)N2CCOCC2)cc1NC(=O)CNCC1CCCCC1	i	-0.64	0.9
COc1ccc(C=NC(CO)C(O)c2ccc([N+](=O)[O-])cc2)cc1 (stereo not given)	i	-0.38	-0.6
COc1ccc(-c2cc(C(=O)OC(C)C(=O)Nc3c(C)n(C)n(-c4ccccc4)c3=O)c3ccccc3n2)cc1 (stereo not given)	i	1.4	0.3
COc1cc(OC)c(/C=N/NC(=O)Cn2nc([N+](=O)[O-])cc2C)c(OC)c1	i	0.12	-0.7
O=C(/C=C/c1ccco1)Nc1ccc(Oc2ccccc2)cc1	i	-0.9	-1.6
COc1ccc(S(=O)(=O)N(C)CC(=O)Nc2ccc(C)cc2)cc1OC	i	-0.74	-0.4
Cc1ccc(C(=O)CSc2cc(C)[nH]c(=O)n2)cc1	i	-0.63	0.6
O=C(NCC(=O)N1CCN(c2ccccc2O)CC1)C1CCCCC1	i	-0.95	-0.2
CCc1c(C#N)c(SCCC(=O)Nc2cccc(OC)c2)nc2c1C(=O)CC(C)(C)C2	i	-1	-1.8
O=C(CCCc1ccccc1)Nc1cccnc1Cl	i	-0.51	-0.2
COc1cccc(-n2nnnc2SCC(=O)NCCc2ccccc2)c1	i	-0.16	-1.0

The final five entries of the part above come first, to join the parts:
SMILES	KCNQ2 block	Kir21 block	STK33 kinase inh
Cc1ccc(C(=O)CSc2cc(C)[nH]c(=O)n2)cc1	i	-0.63	0.6
O=C(NCC(=O)N1CCN(c2ccccc2O)CC1)C1CCCCC1	i	-0.95	-0.2
CCc1c(C#N)c(SCCC(=O)Nc2cccc(OC)c2)nc2c1C(=O)CC(C)(C)C2	i	-1	-1.8
O=C(CCCc1ccccc1)Nc1cccnc1Cl	i	-0.51	-0.2
COc1cccc(-n2nnnc2SCC(=O)NCCc2ccccc2)c1	i	-0.16	-1.0
NC(=O)C(=O)NN=C1C2CC3CC(C2)CC1C3	i	3.1	-0.6
COc1ccccc1CN1CC(C(=O)N(CCO)Cc2cccs2)CCC1=O (stereo not given)	i	0.51	1.5
c1ccc(CSCc2nc3ccccc3[nH]2)cc1	i	0.42	-0.8
CCNc1nc(NCC)nc(-n2nc(C)cc2C)n1	i	-0.95	0.5
OCCN(Cc1ccccc1)CC1CCCCC1	i	-0.41	-0.4
CCN(C(=O)CSc1nnc(-c2ccccc2Cl)n1C1CCCC1)C1CCS(=O)(=O)C1 (stereo not given)	i	0.13	-0.1
Nc1nnnn1/N=C/c1ccc(Br)cc1	i	0	-5.7
Cc1cccc(C)c1OCC(O)CNC(C)C (stereo not given)	i	0.43	0.4
Cc1ccc(C)c(S(=O)(=O)N2CCC3(CC2)OCCN3S(=O)(=O)c2cccs2)c1	i	1.8	-2.1
Cc1cc(C)cc(NC(=O)c2ccc(S(=O)(=O)C(F)F)cc2)c1	i	-0.54	0.2
CSc1nc2nc(-c3ccccc3)cc(C(F)(F)F)n2n1	i	0.01	0.4
Cc1c(OCC(=O)NCCCN2CCOCC2)ccc2c(-c3ccccc3)cc(=O)oc12	i	0.12	-0.5
CCOC(=O)c1sc2nc3c(cc2c1N)C(=O)CC(C)(C)C3	i	0.15	-0.6
COc1ccc(NC(=O)CSc2nnnn2Cc2ccccc2)cc1	i	0.24	-1.3
C/C(=N\NC(=O)c1ccc(OC2CCCC2)cc1)c1ccc(C)s1	i	-0.01	0.0
Cc1ccc(CC2C(=O)N(c3ccc(C)cc3)C(=O)C2C)cc1 (stereo not given)	i	-0.42	-0.7
CCOc1ccccc1/C=N/Nc1cc(C)nc2ccc(C)cc12	i	1.3	0.1
CCOc1cccc(-c2nnc3sc(-c4ccco4)nn23)c1	i	-2.5	-1.2
COc1cccc(CN2CC(C(=O)NCCn3ccc(C)n3)CCC2=O)c1 (stereo not given)	i	1.5	12
CC(C)(C)OC(=O)NCCc1nnc(SCc2ccccc2)o1	i	-6.1*	-0.7
Cc1cccc(C)c1NC(=O)c1ccc(-c2ccc(Cl)cc2Cl)o1	i	-0.07	-1.2
Cc1ccc(CNC(=O)c2ccc3c(c2)NC(=O)CS3)cc1	i	-0.56	-1.7
COc1ccc2c(c1)CCc1c(C(=O)Nc3c(C)n(C)n(-c4ccccc4)c3=O)noc1-2	i	0.4	0.5
Cc1ccc(-c2nc(N)n(C(=O)c3cccnc3)n2)cc1	i	-0.04	0.0
COCc1cc(=O)n2c(-c3ccccc3OC)n[nH]c2n1	i	-2.3	-2.4

Two compounds drawn at random from the list so far, as already listed:
SMILES	KCNQ2 block	Kir21 block	STK33 kinase inh
CSc1nc2nc(-c3ccccc3)cc(C(F)(F)F)n2n1	i	0.01	0.4
Cc1ccc(-c2nc(N)n(C(=O)c3cccnc3)n2)cc1	i	-0.04	0.0

Entries listed so far containing a furan ring, fused or not:
SMILES	KCNQ2 block	Kir21 block	STK33 kinase inh
O=C(c1ccco1)N1CCN=C1SCc1cccnc1	i	-0.91	-0.7
Cc1ccc(C2C(C#N)=C(N)Oc3c2oc(CO)cc3=O)o1 (stereo not given)	i	-0.99	6.3
O=C(/C=C/c1ccco1)Nc1ccc(Oc2ccccc2)cc1	i	-0.9	-1.6
CCOc1cccc(-c2nnc3sc(-c4ccco4)nn23)c1	i	-2.5	-1.2
Cc1cccc(C)c1NC(=O)c1ccc(-c2ccc(Cl)cc2Cl)o1	i	-0.07	-1.2

(next part)
SMILES	KCNQ2 block	Kir21 block	STK33 kinase inh
C=CCn1c(SCC(=O)Nc2ccc(C(=O)OCC)cc2)nnc1-c1sc(N)nc1C	i	-0.38	-1.9
O=C(Nc1ccc(Cl)c(Cl)c1)NC1CCS(=O)(=O)C1 (stereo not given)	i	0.04	0.7
CNc1cc(CSC)nc(SCc2ccc(Cl)c(Cl)c2)n1	i	0.21	-0.7
O=C1C2N=NN(CC(=O)N3N=C(c4cccc5ccccc45)CC3c3ccccc3)C2C(=O)N1c1ccccc1 (stereo not given)	i	0.15	0.9
COc1ccc(NC(=O)C(c2ccccc2)c2ccccc2)c(OC)c1	i	0.56	1.6
COCCCNC(=O)COc1ccc(Cl)c(C)c1	i	-0.42	0.0
CC(NS(C)(=O)=O)C(c1cccs1)N1CCN(Cc2ccccc2)CC1 (stereo not given)	i	2.3	0.4
C[C@H](NC(=O)C1CCN(S(=O)(=O)c2ccccc2)CC1)C(=O)NCc1cccc(Cl)c1	i	1.4	-1.5
O=C(N/N=C1\CCCc2c1[nH]c1ccc(Cl)cc21)c1ccncc1	i	-0.81	-0.2
CN(CC(=O)NCCc1ccccc1)S(=O)(=O)c1ccc(Br)s1	i	0	1.8
COc1ccc(C(=O)NCCCc2ccccc2)cc1OC	i	-0.28	1.7
O=C(c1ccccc1NS(=O)(=O)c1ccccc1[N+](=O)[O-])N1CCOCC1	i	0.38	-4.9
CCN(CC)CCSc1nnc2c3cc(F)ccc3n(Cc3ccccc3)c2n1	i	-1.9	0.0
O=C(C1CC1)N1N=C(c2ccncc2)CC1(O)C(F)(F)F (stereo not given)	i	-2.1	-1.7
O=C(NCc1cccnc1)Nc1cccc(NC(=O)NCc2cccnc2)c1	i	0.85	0.1
CCc1nn(C(C)C(=O)N2CCN(Cc3ccccc3)CC2)c(=O)c2cc3occc3n12 (stereo not given)	i	-1.4	-2.7
Cc1ccc(S(=O)(=O)N2CCN(CCNC(=O)C(=O)Nc3ccc(F)cc3)CC2)cc1	i	-0.04	-0.2
COc1ccc(S(=O)(=O)NC(C)CCc2ccccc2)cc1 (stereo not given)	i	-2.2	1.2
Cc1ccccc1/C(N)=N/OC(=O)/C=C/c1ccccc1	i	0.39	-1.0
O=c1c2ccccc2nc2n1CCN2Cc1ccc(Cl)cc1	i	-1.2	-1.3
Nc1cccc2c1C(=O)N(C(=O)c1cccc(S(=O)(=O)N3CCCCCC3)c1)C2=O	i	0.3	-0.2
CCOc1ccc2nc(C)cc(C(=O)O)c2c1	i	-0.17	-0.9
CC(Oc1ccccc1F)C(=O)NNC(=O)CCS(=O)(=O)c1ccccc1Cl (stereo not given)	i	0.29	-1.8
N#Cc1nc(-c2ccccc2F)oc1NCCc1ccccn1	i	1.4	-2.2
COC(=O)CSc1nc2sc3c(c2c(=O)n1C1CCCCC1)CCN(C)C3	i	1.1	2.3

Further results follow.
SMILES	KCNQ2 block	Kir21 block	STK33 kinase inh
Cc1ccc(-n2c(C)cc(/C=C3\NC(=O)NC3=O)c2C)c(C)c1	i	0.04	0.3
CN=C(c1ccco1)n1c(=S)nc(-c2ccco2)n(C)c1=S	i	-1.4	0.2
Cc1cc(/C=C(\C#N)C(=O)Nc2ccc(F)cc2)c(C)n1-c1ccc(N2CCOCC2)c([N+](=O)[O-])c1	i	0.34	-0.7
CCS(=O)(=O)c1ccc2c(c1)NC(=O)C(CCCl)O2 (stereo not given)	i	0.01	-3.0
COC(=O)C1CSc2[nH]c(=O)sc2C1c1ccccc1 (stereo not given)	i	-0.5	-0.3
Cc1ccc(N(C(=O)c2ccco2)C(C(=O)NC2CCCC2)c2cccnc2)cc1C (stereo not given)	i	1.3	-0.6
CC(C)CC(NC(=O)C1CCCCC1)C(=O)NC(C)c1ccccc1 (stereo not given)	i	-1.6	0.1
O=C(CSc1ccc(F)cc1)NNC(=O)c1ccccc1Br	i	4	-3.2
Cc1cc(O)c(C(C)C)cc1NS(=O)(=O)c1ccccc1	i	-6.8*	0.2
CN(CC(=O)NC(=O)NCc1ccco1)CC(=O)Nc1ccccc1Cl	i	-2	-0.3
COc1ccc(C2CC(C)=C(C#N)S(=O)(=O)C2C#N)cc1 (stereo not given)	i	-2	-1.6
Cc1cc2nc(-c3ccc(SCc4ccc(C(=O)O)cc4)nc3)[nH]c2cc1C	i	-1.5	-0.9
Cc1ccc(COc2ccc(/C=N/NC(=O)c3ccc(CN4CCOCC4)cc3)cc2)cc1	i	-0.12	-2.2
Cn1cnnc1SCc1nc(N)nc(Nc2ccccc2)n1	i	-0.67	-0.3
CN=C1S/C(=C\c2ccc(N3CCCC3)c(F)c2)C(=O)N1C	i	-0.77	-2.8
c1ccc(C2CC(c3cccs3)n3nnnc3N2)cc1 (stereo not given)	i	0.21	-0.3
COc1ccccc1OCC(=O)Nc1ccc(NC(=O)COc2ccccc2OC)cc1	i	-1.9	-1.1
CCOC(=O)c1ccccc1NC(=O)CSc1nnc(COc2ccccc2)n1CC	-6.4*	-6.2*	-0.6
O=C(Nc1ccccc1N1CCCC1)C1CCN(S(=O)(=O)c2cccc(C(F)(F)F)c2)CC1	i	-0.07	-0.4
CCOC(=O)c1ccc(N2CCN(c3ccccc3F)CC2)c(NC(=O)Nc2ccccc2)c1	-6.3*	0.07	-1.3
COc1ccc(NC(=O)c2c(NC(=O)CNCC(C)C)sc3c2CCC3)c(OC)c1	i	0.83	-0.1
COc1ccc(CCNc2ncnc3c2c(C)c(C)n3CCCN(C)C)cc1OC	i	-0.59	-1.2
Cc1cc(NC(=O)CC2CCCC2)n(-c2nc3ccccc3[nH]2)n1	i	3	-1.2
Cc1ccc(NC(=O)c2noc3c2CC(C(C)(C)C)CC3)cc1 (stereo not given)	i	0.08	-1.0
O=C(N/N=C/c1ccncc1)c1nc2ccccc2c(=O)[nH]1	i	1.7	0.3

Carrying on:
SMILES	KCNQ2 block	Kir21 block	STK33 kinase inh
CCN(CC)C(=O)Cn1cc(C(=O)C(=O)N2CCc3ccccc32)c2ccccc21	i	0.01	.
Cc1ccc(-c2nc(CS(=O)CC(=O)NCCN3CCCC3)c(C)o2)cc1 (stereo not given)	i	0.02	-0.6
NS(=O)(=O)c1ccc(NC(=O)CN2CCCc3ccccc32)cc1	i	-2.2	-3.2
O=c1c(F)cn(C2CCCO2)c(=O)n1Cc1ccccc1Cl (stereo not given)	i	0.46	1.7
CCOC(=O)C1CCCN(Cc2cn[nH]c2-c2ccc(F)cc2F)C1 (stereo not given)	i	0.57	-0.3
c1ccc(-c2nn3c(C4CCCCC4)nnc3s2)cc1	i	-2.1	.
O=C(NCc1ccccc1)c1ccc(CS(=O)(=O)c2ccccc2)o1	i	0.15	-1.2
Cc1ccc(-n2nc3c(=O)n(CC(=O)NCCc4ccc(Cl)cc4)nc(C)c3c2C)cc1	i	-1.2	-0.7
O=c1c2ccccc2nnn1Cc1ccc(F)cc1	i	2.2	-1.6
COC(=O)c1cc(COc2ccc3oc(C)c(C(=O)OC)c3c2)c(C)o1	i	-0.39	-1.2
CCc1ccc(-c2nnn(CCC(=O)OC)n2)cc1	i	-0.61	-1.9
